Source: PubChem BioAssay
PREPL inhibitor: human PREPL enzyme inhibition; hit rate 0.68% among 320,000; recombinant PREPL, fluorescence polarization activity-based probe; inhibition, % at 5.96 µM; AID 2751; in the data active means inhibition above about 43%;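 further: 0% = enzyme with DMSO and 100% = wells lacking enzyme; many of its hits are not listed in these tables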
Target sequence (Q4J6C6 whole entry, looked up): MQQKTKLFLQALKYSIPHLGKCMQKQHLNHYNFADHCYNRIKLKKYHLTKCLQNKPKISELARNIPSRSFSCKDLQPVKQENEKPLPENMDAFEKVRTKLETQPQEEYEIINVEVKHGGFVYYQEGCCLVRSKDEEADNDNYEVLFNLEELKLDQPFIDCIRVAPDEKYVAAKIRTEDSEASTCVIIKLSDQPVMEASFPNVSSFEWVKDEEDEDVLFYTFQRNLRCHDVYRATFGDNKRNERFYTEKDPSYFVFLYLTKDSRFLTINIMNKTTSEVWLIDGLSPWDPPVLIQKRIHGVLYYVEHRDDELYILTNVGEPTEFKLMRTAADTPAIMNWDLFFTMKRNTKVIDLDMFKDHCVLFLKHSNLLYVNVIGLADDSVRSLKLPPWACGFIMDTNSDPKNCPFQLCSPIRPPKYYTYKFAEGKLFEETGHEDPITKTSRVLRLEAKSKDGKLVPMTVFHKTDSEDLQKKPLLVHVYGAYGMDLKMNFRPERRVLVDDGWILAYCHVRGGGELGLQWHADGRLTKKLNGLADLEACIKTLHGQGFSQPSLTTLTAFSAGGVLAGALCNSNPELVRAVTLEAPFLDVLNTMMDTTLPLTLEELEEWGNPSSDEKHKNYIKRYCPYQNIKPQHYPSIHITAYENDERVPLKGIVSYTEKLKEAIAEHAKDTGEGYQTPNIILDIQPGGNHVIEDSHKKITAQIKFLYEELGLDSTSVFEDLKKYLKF
Efflux pump mplx: blocks antifungal efflux pumps in multiplex yeast assay; S. cerevisiae Candida pump triplex, Nile Red efflux; inhibition, % at 10 µM; hit rate 0.44% among 330,000; AID 485275;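 active means plate passing quality check with inhibition over a set limit, or well fluorescence over plate mean plus 4 SD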;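 further: Nile Red retained in pooled yeast measured as flow cytometry median fluorescence; 0% = buffer negative control and 100% = Enniatin B positive control; higher means more Nile Red kept so more efflux inhibition; some compounds called inactive have numbers as strong as hits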
HCV core dimer: HCV core protein dimerization inhibition; hit rate 0.33% among 300,000; TR-FRET GST/Flag-core106 dimerization, 1536-well; inhibition, % at 5 µM;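 active means inhibition above the mean of all tested compounds plus 3 SD, set per screening campaign, cut at about 45% in these data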
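Assay system – GST-tagged and Flag-tagged HCV core protein residues 1-106 · Quantity – core106 proteins, GST 13.5 nM and Flag 17 nM · Benchmarks – unlabelled core106 and no-GST-core106 wells · Read-out basis – percent inhibition of core106 dimerization signal · Detection – time-resolved FRET, ex 340 nm, em 617 and 671 nm · Schedule – 4 h at 22.5 °C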
LYPLA2 counter: counter-screen for PME1 inhibitors: inhibitors of human LYPLA2; O95372; recombinant LYPLA2, FP-Rh probe fluorescence polarization; inhibition, % at 5.9 µM; hit rate 0.38% among 320,000;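 active means inhibition above the screen-wide mean plus 3 SD, limit set per campaign, cut at about 26% in these data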;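 further: 0% = LYPLA2 with DMSO and 100% = wells lacking LYPLA2 enzyme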
PP1 inh: blocks human PP1-alpha phosphatase, a PP5 counter-screen | hit rate 0.9% among 320,000 | purified PP1alpha, OMFP fluorescence | P62136 | AID 2235 | inhibition, % at 6.7 µM;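 active means inhibition above the mean inhibition of all tested compounds plus 3 SD, computed separately for each screening campaign, cut at about 15% in these data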
Target sequence (P62136 whole entry, looked up): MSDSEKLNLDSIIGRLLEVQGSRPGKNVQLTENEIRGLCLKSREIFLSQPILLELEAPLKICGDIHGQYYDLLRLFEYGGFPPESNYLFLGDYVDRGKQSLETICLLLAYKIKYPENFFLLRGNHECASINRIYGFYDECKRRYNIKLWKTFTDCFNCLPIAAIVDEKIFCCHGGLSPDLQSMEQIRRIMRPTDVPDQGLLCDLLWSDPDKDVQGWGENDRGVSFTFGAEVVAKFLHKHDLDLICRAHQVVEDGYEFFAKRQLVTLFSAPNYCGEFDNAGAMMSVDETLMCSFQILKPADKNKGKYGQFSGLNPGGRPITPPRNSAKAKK
CTSL1 counter: cathepsin L1 inhibition, PFM18AAP counter-screen; recombinant F. hepatica cathepsin L1, Z-Leu-Arg-MCA fluorescence; inhibition, % at 5.96 µM; hit rate 0.49% among 300,000; AID 1906;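 active means inhibition above the mean of all tested compounds plus 3 SD, set per screening campaign, cut at about 17% in these data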;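 further: 0% = plate median of test compound wells and 100% = 1 µM Z-Phe-Ala-diazomethylketone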
PP5 primary: inhibitors of human protein phosphatase 5 (PP5); purified PP5c, OMFP substrate fluorescence; inhibition, % at 6.7 µM; hit rate 0.18% among 320,000; AID 1987;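 active means inhibition above the campaign's mean inhibition across all tested compounds plus 3 SD, cut at about 9.5% in these data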;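 further: 0% = DMSO only and 100% = 100 µM cantharidin control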
JMJD2C inh: blocks human GASC-1 demethylase activity | Q9H3R0 | GST-JMJD2C(1-420) H3K9me3 demethylation, DELFIA europium | inhibition, % at 2.35 µM | hit rate 0.069% among 330,000;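 active means more than half of a compound's replicate wells show inhibition beyond 50%, single wells judged on their own value; inconclusive means some, but no more than half, of replicates pass 50% inhibition; inactive means no replicate passes 50% inhibition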;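 further: signal counts dimethyl H3K9 product captured on neutravidin plate; 0% = median of DMSO wells and 100% = 0.3 times that DMSO median; strong numbers were not always called active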
TPT1 inh: inhibitors of Candida albicans tRNA 2'-phosphotransferase TPT1; recombinant caTPT1, FP RNA substrate dephosphorylation; inhibition, % at 5 µM; hit rate 0.81% among 300,000; AID 1962;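 active means inhibition above the mean of all tested compounds plus 3 SD, set per screening campaign, cut at about 24% in these data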;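 further: plate controls were DMSO alone for no effect and ferristatin control at 100 nM for full effect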
* marks the source's active call; other numbers are inactive results; ? = inconclusive; · = no result given; & = joins results of further samples.

SMILES | PREPL inhibitor | Efflux pump mplx | HCV core dimer | LYPLA2 counter | PP1 inh | CTSL1 counter | PP5 primary | JMJD2C inh | TPT1 inh
O=C(O)CCn1cc(C=C2C(=O)NC(=O)NC2=O)c(-c2ccc(Br)cc2)n1 | -3 | -1.7 | 2 | 0 | -2 | -4 | -1.9 | 6 | 3
Nc1cc(Cl)c2nonc2c1[N+](=O)[O-] | 3 | -0.1 | 1 | 9 | 0 | 2 | -0.5 | -25 | 4
Cc1ccc[n+](CC(O)Cn2c3ccccc3c3ccccc32)c1 (configuration not stated) | 11 | 0.1 | -4 | -7 | -3 | 0 | 2.3 | 2 | 2
Cc1ccc2c(c1)C1CN(C)CCC1N2C(=O)c1ccco1 (configuration not stated) | 1 | 0.0 | -6 | 2 | -4 | 5 | -1.2 | 13 | -3
COc1ccc(C(CC(=O)N2CCC3(CC2)OCCO3)NS(=O)(=O)c2ccc(OC)cc2)cc1 (configuration not stated) | 7 | 0.0 | 2 | 10 | -2 | -1 | 2.2 | -1 | -1
CCC(C)n1c(O)c(/C=N/N2CCOCC2)c(=O)[nH]c1=S (configuration not stated) | -6 | 0.0 | -5 | -4 | -3 | 1 | 3.4 | -1 | 2
Cc1ccc2c(c1)C1CN(C)CCC1N2C(=O)Cn1nnc(-c2ccccc2F)n1 (configuration not stated) | 29 | -0.1 | -11 | 2 | -1 | 3 | 0.7 | -11 | -3
CCOc1cc2[nH]c(=S)n(CCCC(=O)N3CCC4(CC3)OCCO4)c(=O)c2cc1OCC | -6 | -0.1 | 3 | 6 | -4 | 1 | 2.0 | -6&-1 | 0
Cn1c(O)c(C(c2ccncc2)c2c(O)n(C)c(=S)n(C)c2=O)c(=O)n(C)c1=S | 6 | 0.1 | -1 | -2 | -1 | 5 | -1.9 | -20 | 2
CCCNC(=O)c1c(N)n(CC2CCCO2)c2nc3ccccc3nc12 (configuration not stated) | 12 | 0.1 | -6 | 5 | 3 | 2 | 5.9 | 50 | 1
CCN1CCN(Cc2ccc(C)cc2)CC1 | 5 | 0.0 | -3 | -4 | -2 | 0 | -2.4 | 1 | 2
COC(=O)C1=C(c2ccc(F)cc2F)C[C@@H]2CC[C@H]1N2C(=O)NCCO | 2 | -0.1 | · | 2 | -5 | · | -1.0 | -13 | ·
CN(C)c1cccc2c(C#N)ccc(N(C)C)c12 | -4 | -0.1 | -6 | -2 | 1 | 4 | 1.4 | 26 | -1
O=C(Nc1ccc(F)cc1)N1CC2CC(C1)c1cccc(=O)n1C2 (configuration not stated) | 19 | 0.1 | -11 | 3 | -11 | 0 | -4.0 | -49 | 1
C/C=C/c1ccc2c(c1)OCO2 | 11 | 0.3 | · | -2 | 4 | · | 2.3 | -10 | ·
COc1cccc(C2CCN(CC(=O)Nc3cc(Cl)ccc3OC)CC2O)c1 (configuration not stated) | 7 | -0.1 | -12 | 2 | 0 | 1 | 1.9 | -8 | -8
Cc1ccsc1C(=O)C1CCCN(Cc2cnn(C)c2)C1 (configuration not stated) | -1 | 0.1 | -2 | 2 | 0 | 0 | 1.1 | -2 | 1
O=C1NC(=S)N(c2ccc(F)cc2)C(=O)/C1=C/c1ccccc1O | 0 | 0.0 | 0 | 5 | -2 | 0 | -0.7 | 4 | -2
Cc1cc(C)c(S(=O)(=O)NCC2CCC(C(=O)N3CCC4(CC3)OCCO4)CC2)c(C)c1 (configuration not stated) | 10 | 0.2 | 0 | 7 | -2 | -2 | 2.3 | -6 | 2
Clc1ccc(OCC#CCN2CCOCC2)cc1 | -3 | -0.1 | -2 | 4 | -3 | -6 | 0.3 | 0 | -4
CCNc1nc(Cl)nc(NC(C)C)n1 | -4 | 0.2 | -8 | 3 | -2 | -4 | 1.2 | -2 | 1
CCCNC(=O)N1[C@H]2CC[C@@H]1C(C(=O)OC)=C(c1ccc(C(C)=O)cc1)C2 | -3 | -0.1 | · | -3 | -6 | · | -0.6 | -1 | ·
CCC1(CC)C(=O)C=CNC1=O | -13 | -0.1 | 11 | 2 | -2 | 0 | 0.2 | · | -5
O=C(CN1CCN(c2ccccc2F)CC1)Nc1cccnc1Cl | 9 | 0.0 | 1 | -2 | -2 | -1 | 2.5 | 3 | -1
O=c1c2ccccc2nc(-c2ccccc2Cl)n1-c1ccc(O)cc1 | 5 | 0.0 | 3 | -6 | 1 | 2 | 2.9 | -30 | -1
CCCOC(=O)c1c(N)n(Cc2cccs2)c2nc3ccccc3nc12 | -2 | 0.0 | 4 | -4 | 2 | 1 | 3.4 | -3 | 1
COc1ccc(CN2CCCC(C(=O)c3ccccc3SC)C2)cc1O (configuration not stated) | 6 | -0.1 | 0 | 3 | -2 | 4 | -0.7 | -7 | -1
CC(C)N(CC(O)c1cccc([N+](=O)[O-])c1)C(C)C (configuration not stated) | 8 | 0.1 | -4 | 0 | -18 | -1 | 2.1 | 10 | 4
COc1cc(OC)c2c(c1)O[C@@H](c1ccc(OC)c(OC)c1)[C@H](O)C2 | 19 | 0.3 | -7 | -5 | -3 | -5 | -2.2 | -4 | 3
COc1ccc2c3c([nH]c2c1)C(C)=NCC3 | 71* | 0.1 | -11 | -8 | 8 | -4 | 1.9 | ? | 44*
Cc1cccc(C(=O)Nc2ccc3c(c2)CC2(C(=O)N(C)C(=O)N(C)C2=O)C2CCCN32)c1 (configuration not stated) | 8 | 0.1 | 33 | -4 | 6 | -3 | 2.4 | 3 | 26*
NCC(O)c1ccc(O)cc1 (configuration not stated) | 5 | 0.1 | -5 | 3 | -2 | 3 | 1.1 | 5 | -1
Cn1c(=O)cc(OCC(=O)N2CCC3(CC2)OCCO3)c2ccccc21 | 3 | 0.1 | -1 | 2 | -3 | -2 | 0.6 | 2 | -1
COC(=O)C1=C(c2ccc(OC(F)(F)F)cc2)C[C@@H]2CC[C@H]1N2C(=O)NC1Cc2ccccc2C1 | 1 | 0.2 | · | -12 | 2 | · | 3.6 | 4 | ·
CC(=O)Nc1cccc([As](=O)(c2cccc(NC(C)=O)c2)c2cccc(NC(C)=O)c2)c1 | 4 | 0.2 | -8 | 2 | -2 | -4 | -1.9 | 8 | 1
CCOP(=O)(Oc1ccccc1)c1c([N+](=O)[O-])cc(C(F)(F)F)cc1[N+](=O)[O-] (configuration not stated) | 8 | -0.1 | 12 | -5 | -3 | 3 | -1.8 | 38 | 0
COC(=O)C1=C(c2ccc(F)cc2OCc2ccccc2)C[C@@H]2CC[C@H]1N2C(=O)NCc1ccccc1C(F)(F)F | 2 | 0.2 | · | -5 | 11 | · | 2.4 | -1 | ·
CCNc1cc(N2CCN(C)CC2)ccc1[N+](=O)[O-] | 5 | 0.3 | 1 | -9 | 1 | 9 | -0.4 | -5 | -2
COc1ccc(-c2nc3ccccc3c(=O)n2-c2nccs2)cc1 | 7 | -0.1 | 3 | 1 | -4 | 3 | -1.2 | 0 | 1
COc1ccc(CCC(C)NCCc2ccccc2)cc1 (configuration not stated) | 26 | -0.1 | -6 | -2 | 6 | 1 | -1.9 | -4 | -4
C[N+](C)(C)CC#CCN1CCCC1=O | -6 | 0.1 | -11 | -1 | -3 | -1 | 1.5 | 6 | 0
COc1ccccc1-n1c(O)c(/C=C2\C=Nc3ccccc32)c(=O)[nH]c1=O | 4 | 0.2 | -4 | -5 | -5 | -8 | -3.0 | -27 | 29*
O=C(c1cc(-c2ccc(Cl)cc2)n(-c2ccc(Cl)cc2Cl)n1)N1CCOCC1 | -6 | 0.0 | 8 | 4 | 1 | 3 | 2.4 | -3 | 0
NC(=O)Cn1cc(C(=O)c2ccccc2F)c2ccccc21 | 7 | 0.0 | -2 | 6 | -5 | 4 | 0.7 | -13 | -3
S=C1CN=C(c2ccccc2)c2cc(Cl)ccc2N1 | -17 | -0.2 | -2 | 3 | 2 | 4 | 2.5 | -10 | -3

Next part; it opens with the two that closed the last part.
SMILES | PREPL inhibitor | Efflux pump mplx | HCV core dimer | LYPLA2 counter | PP1 inh | CTSL1 counter | PP5 primary | JMJD2C inh | TPT1 inh
NC(=O)Cn1cc(C(=O)c2ccccc2F)c2ccccc21 | 7 | 0.0 | -2 | 6 | -5 | 4 | 0.7 | -13 | -3
S=C1CN=C(c2ccccc2)c2cc(Cl)ccc2N1 | -17 | -0.2 | -2 | 3 | 2 | 4 | 2.5 | -10 | -3
Cc1cccc(N2C(=O)NC(=O)/C(=C\c3cnn(-c4ccccc4)c3)C2=O)c1 | 4 | 0.0 | 47* | -4 | 2 | -1 | 0.3 | ? | 6
COC(=O)C(O)(c1ccc(NC(=O)Oc2ccccc2)cc1)C(F)(F)F (configuration not stated) | -2 | 0.4 | -2 | 1 | -1 | 1 | -2.1 | 4 | -2
CN(C)C(=O)Oc1cc(OC(=O)N(C)C)cc(C(O)CNC(C)(C)C)c1 (configuration not stated) | -7&-16 | 0.1&0.1 | -12&-12 | 5&6 | 2&1 | 4&-3 | -7.5&-4.6 | · | -2&-2
c1ccc(CCn2nnnc2CN2CCC(n3nnc4ccccc43)CC2)cc1 | 1 | 0.1 | -3 | 1 | 1 | -2 | 0.1 | 29 | 3
CC(=O)OC1=CC[C@H]2[C@@H]3CC[C@H]4C[C@H](OC(C)=O)[C@@H](OC(C)=O)C[C@]4(C)[C@H]3CC[C@]12C | 5 | 0.1 | -5 | 1 | -2 | -1 | 3.8 | 0 | -2
N/C(=N/[N+](=O)[O-])N1CCN(C(=O)Oc2ccc([N+](=O)[O-])cc2)CC1 | -6 | -0.1 | 0 | 3 | 0 | -4 | 1.5 | -26 | -2
COC(=O)C1=C(c2ccccc2OCc2ccccc2)C[C@@H]2CC[C@H]1N2C(=O)NCCOc1ccc(OC)cc1 | 27 | -0.1 | · | 5 | 5 | · | 3.9 | -8 | ·
CCN(CC)c1ccc(/C=C2\C(=O)NC(=S)N(C)C2=O)o1 | -6 | -0.1 | -3 | -16 | 2 | 2 | 3.5 | 9 | 123*
COC(=O)C1=C(c2cc3ccccc3s2)C[C@@H]2CC[C@H]1N2C(=O)NC(C)C | 8 | -0.1 | 4 | 2 | 5 | -2 | -1.7 | -1 | -5
Cc1ccccc1OCCN=Cc1c(O)n(C)c(=O)n(C)c1=O | 0 | 0.0 | -2 | 4 | -3 | -3 | 1.9 | -5 | -2
COC(=O)C1=C(c2cccc(OC)c2OC)C[C@@H]2CC[C@H]1N2C(=O)NCc1ccc(C(F)(F)F)cc1 | 10 | -0.1 | 7 | -3 | 2 | 2 | 2.2 | -2 | 0
CN1C(=O)C(=CN2CCN(C(=O)c3ccco3)CC2)C(=O)N(C)C1=S | -4 | 0.1 | -6 | -14 | -8 | 0 | -1.8 | -7 | 10
CCC(C(=O)N1CCC2(CC1)OCCO2)c1ccccc1 (configuration not stated) | 5 | 0.0 | 1 | -3 | 1 | -1 | -0.9 | -1 | 3
O=C1NC(=O)N(CCc2ccc(F)cc2)C(=O)/C1=C/c1ccco1 | 12 | -0.2 | 10 | -7 | 10 | 4 | 1.3 | 45 | 61*
COc1ccc(C2=CC(c3ccc(OC)c(OC)c3)c3c(c4ccccc4oc3=O)O2)cc1OC (configuration not stated) | -3 | -0.2 | 18 | -3 | 1 | 3 | 4.1 | -26 | -1

A portion of the library; rates above refer to the full screens.
